Compound activity: PubChem BioAssay, several laboratories
CendR NRP1 mod: modulators of CendR peptide binding to human neuropilin-1; O14786; AID 602438; FAM-RPARPAR peptide binding to NRP-1, fluorescence polarization; inhibition, % at 25 µM; 360,000 tested, 0.85% active;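 active means inhibition or corrected inhibition above about 18%, plus a signal ratio from 0.5 to 1.5, limit read from the data, passing the limit was not always enough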; further: strong numbers were not always called active
Neddyl block: cullin neddylation inhibition. P61081+Q13564. TR-FRET cullin neddylation, biochemical. calls only at 25 µM. 360,000 tested, 0.58% active. AID 651699; in the data active means inhibition above about 36%
STEP inh: STEP (human) phosphatase inhibition; P54829; recombinant STEP, OMFP fluorogenic substrate, fluorescence; inhibition, % at 20 µM; 360,000 tested, 0.25% active;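 active means inhibition at 20 µM, scaled per plate between control wells, above about 37%, limit read from the data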;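 further: 0% = DMSO with enzyme and substrate and 100% = substrate only without enzyme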
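System: isolated STEP enzyme; schedule: 20 min enzyme reaction at room temperature, protected from light; medium: Bis-Tris buffer pH 6.0, 2.5 mM DTT, 0.005% Tween 20; signal: fluorescence, 480/540 nm; dosing: single compound dose of 20 µM, 1% DMSO final; also added: OMFP substrate, 25 µM final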
TbMetRS inhib: Trypanosoma brucei MetRS inhibition; 360,000 tested, 0.4% active; purified T. brucei MetRS, ATP depletion, Kinase-Glo luminescence; inhibition, % at 11.9 µM; AID 624268;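 active means inhibition above a per-plate cutoff of the control wells' mean inhibition plus 3 SD, cut at about 5.5% in these data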;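 further: 0% = DMSO wells median and 100% = median of wells with control inhibitor compound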
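Assay system: T. brucei methionyl-tRNA synthetase, purified | Medium: HEPES buffer with MgCl2, KCl, DTT, spermine, BSA, pyrophosphatase | Compound: 11.9 µM single point | Incubation: 15 min enzyme-compound preincubation, 2 h reaction, 10 min detection, 25 °C | Measured by: Kinase-Glo luciferase luminescence reporting remaining unconsumed ATP | Measure: % inhibition normalized to control-well medians | Replication: Singlicate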
DNMT1 block: blocks human DNA methyltransferase DNMT1. P26358. DNMT1 molecular beacon, Hinp1I cleavage, fluorescence. inhibition (reported as % activation of signal), % at 10 µM. 360,000 tested, 0.83% active. AID 588458; in the data active means inhibition above about 50%
Target sequence (P26358 504-1616 limits assumed): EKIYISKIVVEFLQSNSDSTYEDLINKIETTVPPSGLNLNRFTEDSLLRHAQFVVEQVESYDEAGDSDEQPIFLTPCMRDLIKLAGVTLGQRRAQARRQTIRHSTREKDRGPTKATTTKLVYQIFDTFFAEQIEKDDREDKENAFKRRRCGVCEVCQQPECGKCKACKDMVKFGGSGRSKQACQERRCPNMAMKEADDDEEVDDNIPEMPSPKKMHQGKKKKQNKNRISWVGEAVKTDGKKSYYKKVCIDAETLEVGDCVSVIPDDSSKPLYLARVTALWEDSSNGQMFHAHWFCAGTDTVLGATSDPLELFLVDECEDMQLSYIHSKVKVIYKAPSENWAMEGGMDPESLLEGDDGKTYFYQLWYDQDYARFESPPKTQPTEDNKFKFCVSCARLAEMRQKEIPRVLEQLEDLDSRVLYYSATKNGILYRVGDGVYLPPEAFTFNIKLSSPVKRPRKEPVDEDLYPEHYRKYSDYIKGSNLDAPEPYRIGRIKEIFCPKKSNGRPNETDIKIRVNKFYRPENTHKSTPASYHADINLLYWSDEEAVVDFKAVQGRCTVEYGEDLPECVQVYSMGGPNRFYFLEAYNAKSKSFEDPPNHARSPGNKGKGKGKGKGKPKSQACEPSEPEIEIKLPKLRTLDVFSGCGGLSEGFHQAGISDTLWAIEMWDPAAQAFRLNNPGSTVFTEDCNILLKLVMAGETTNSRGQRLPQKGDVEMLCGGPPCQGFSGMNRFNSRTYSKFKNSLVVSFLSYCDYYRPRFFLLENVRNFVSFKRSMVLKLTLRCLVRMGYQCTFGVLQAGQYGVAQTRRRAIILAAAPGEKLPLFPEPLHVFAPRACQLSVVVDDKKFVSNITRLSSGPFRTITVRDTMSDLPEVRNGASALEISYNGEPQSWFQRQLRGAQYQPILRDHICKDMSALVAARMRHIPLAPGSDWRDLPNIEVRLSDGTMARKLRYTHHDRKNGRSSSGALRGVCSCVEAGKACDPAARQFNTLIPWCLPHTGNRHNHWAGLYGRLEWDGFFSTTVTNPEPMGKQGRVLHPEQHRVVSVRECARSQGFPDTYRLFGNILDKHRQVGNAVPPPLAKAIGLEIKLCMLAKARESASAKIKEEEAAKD
SKN-1 inh: blocks SKN-1 activity in C. elegans; C. elegans VP596 Pgst-4::GFP/RFP ratio, acrylamide-induced, 24 h; inhibition, % at 21.8 µM; 360,000 tested, 0.49% active; AID 624304;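 active means interference check ratio from 0.5 to 1.5 plus GFP to RFP signal ratio inhibition reaching or exceeding a fixed threshold, cut at about 30% in these data, passing the limit was not always enough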; further: some compounds called inactive have numbers as strong as hits
LMPTP inh: LMPTP (human) inhibition. 360,000 tested, 0.22% active. recombinant LMPTP-A, OMFP fluorogenic substrate, fluorescence intensity. inhibition, % at 20 µM;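 active means compounds that cut the enzyme signal by at least half of the control window in the single-dose screen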;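 further: plate controls were DMSO wells with enzyme plus substrate for no effect and substrate without enzyme for full effect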
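Assay system: LMPTP-A, protein tyrosine phosphatase of low molecular weight / Medium: pH 6.0 Bis-Tris buffer with DTT and Triton X-100 / Schedule: 50 min enzyme reaction at room temperature, protected from light / Measured by: endpoint fluorescence intensity from OMFP dephosphorylation / Read-out basis: % inhibition relative to no-enzyme and uninhibited control wells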
Scp1 inh: blocks human Scp-1 phosphatase activity; Q9GZU7; Recombinant Scp1, phosphopeptide, malachite green phosphate absorbance; inhibition, % at 20 µM; 340,000 tested, 0.88% active; AID 493091;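 active means inhibition above about 50% at 20 µM, limit read from the data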;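 further: plate controls were DMSO wells with enzyme for no effect and wells lacking enzyme for full effect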
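Test system: SCP-1 phosphatase catalytic domain, residues 76-261 | Compound dosing: One concentration, 20 µM, with 1.0% DMSO | Schedule: 45 min room-temperature reaction, 5 min colour, 30 min stabiliser | Detection: Absorbance at 630 nm | Read-out basis: % inhibition of SCP-1 phosphate liberation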
NadD block: NadD (S. aureus) enzyme inhibition. purified NadD enzyme, colorimetric absorbance read-out. inhibition, % at 20 µM. 360,000 tested, 0.78% active. AID 602399; in the data active means inhibition above about 26%; further: some compounds past the cut are filed as inactive
SUMO1-SIM PPI: alters human SUMO1 binding to SIM partners | inhibition, % at 20 µM | 360,000 tested, 0.33% active | SUMO1 binding to a labelled peptide, TR-FRET, 1 h | P63165; in the data active means inhibition above about 37%
Starred values were filed as active, the others as inactive; i = inactive; · = not tested or not shown. Rows are unselected. About 4.6% of those tested had a hit in this group.

nr	Structure	CendR NRP1 mod	Neddyl block	STEP inh	TbMetRS inhib	DNMT1 block	SKN-1 inh	LMPTP inh	Scp1 inh	NadD block	SUMO1-SIM PPI
1	CCCCN1C(=O)C(C(=O)OCc2ccccc2)CC2=C1CCCC2=O (centres undefined)	-8	i	-2	-0.1	1	-3	-1.1	8	-6	1
2	Cc1ccc(CNC(=O)C(=O)NCC2OCCN2S(=O)(=O)c2ccc(C)cc2)cc1 (centres undefined)	5	i	3	-0.3	-3	-14	0.3	-1	-5	-1
3	O=C(O)CCN1C(=O)NC2(CCCC2)C1=O	0	i	-2	0.1	2	-2	-1.5	2	-1	0
4	Cn1c(C(=O)NC2CC2)cc(=O)n(C)c1=O	-8	i	-1	0.4	1	-1	-1.1	1	8	-1
5	CCN1CCN(Cc2cc(=O)oc3cc4c(cc23)CCC4)CC1	-104	i	1	0.4	-2	11	-2.1	-8	-4	-2
6	CCOC(=O)/C(=N/Nc1ccc(C)cc1)S(=O)(=O)c1ccc(Cl)cc1	1	i	-3	-0.3	-1	-1	2.3	-12	-2	-5
7	Cc1nn(C)c(C)c1S(=O)(=O)N1CCC(C(=O)NC2CCCCCC2)CC1	-10	i	0	0.7	-5	1	1.8	3	12	0
8	Cc1ccc(S(=O)(=O)NC(=O)Nc2cccc([N+](=O)[O-])c2)cc1	7	i	2	-0.6	0	9	-2.7	-7	0	-14
9	Cc1ccc(S(=O)(=O)N2CCCCC2)cc1NC(=O)CSc1ncnc2ccccc12	4	i	1	-0.2	-3	12	2.5	3	4	1
10	C#CCOCCOCCOCCNc1nc(N2CCN(C(=O)Cn3cc(CCO)nn3)CC2)nc(N2CCN(C(=O)[C@H](CCCCN)n3cc(CCCC)nn3)CC2)n1	9	i	2	0.1	3	-11	-3.4	2	-6	2
11	COc1ccc(CC2=CC(=O)c3ccccc3C2=O)cc1	-6	i	-1	-1.7	-22	2	-0.7	-11	-3	-21
12	COc1cc(/C=C(/C#N)C(=O)c2c(C)[nH]c3ccccc23)ccc1OCC#N	-6	i	-3	1.3	-8	1	1.1	-3	-6	-5
13	c1ccc2c(N3CCCCC3)ncnc2c1	1	i	-3	0.4	-2	24	2.0	-4	-5	0
14	COCCN(CCOC)c1ncc(Cl)c(C(=O)c2c(C)cc3ccccn23)n1	-9	i	4	-0.3	6	-2	-1.7	-4	-7	-15
15	CCN1CCN(c2cc(C)c3cc(NC(=O)c4cncc(Br)c4)ccc3n2)CC1	13	i	-2	0.0	-10	26	0.8	-4	-3	-3
16	COc1ccc(NC(=O)C2(C)Cc3c(-c4ccc(N(C)C)cc4)ccnc3O2)cc1 (centres undefined)	-1	·	2	0.6	-9	8	1.9	·	-6	2
17	O=C1NC(=S)SC1=Cc1ccc(Cl)cc1	-49	i	-1	0.8	-1	-9	0.2	-4	4	3
18	Cc1nnc(SCC(=O)Nc2nccs2)n(N)c1=O	11	i	0	-0.7	0	2	0.0	-12	0	8
19	COc1cc(CCC(=O)Nc2c(C(=O)N3CCN(c4ccccc4OC)CC3)oc3ccccc23)on1	7	i	0	-0.7	38	-18	0.4	1	0	-4
20	CCOc1cccc(-c2nnc3sc(COc4ccc(OC)cc4)nn23)c1	-8	i	2	-0.4	-12	0	3.0	0	-1	7
21	Cc1nc2ccccc2c2ncccc12	11	i	-1	-1.5	6	11	1.6	-7	-4	7
22	CC(=O)NNC(=O)CN1C(=O)/C(=C/c2ccccc2)SC1=S	11	i	3	-0.1	-1	2	-1.0	-5	-3	-38
23	COCCNC(=O)CN(CC1CCCO1)C(=O)CCC(=O)Nc1ccccn1 (centres undefined)	0	i	0	-0.9	3	-12	-1.4	-2	5	-2
24	COCCNC(=O)C1CCCN(C(=O)Cc2cccc3ccccc23)CC1 (centres undefined)	-15	i	-4	-0.3	0	-1	-0.5	·	-1	2
25	COc1ccc(Nc2nc(OC)nc(OC)n2)cc1	5	i	-1	-0.7	-4	30	-1.3	1	1	6
26	COc1ccc(CCNC(=O)c2nnn(-c3ccc4c(c3)OCCO4)c2N)cc1OC	-5	i	-2	-0.6	-3	1	-0.3	1	-2	6
27	CC(=O)Nc1ccc(S(=O)(=O)Nc2ccc3ccccc3n2)cc1	-3	i	-1	-0.1	-2	17	-0.2	-2	-1	-3
28	COc1ccc(CNC(=O)CSc2nnnn2-c2ccccc2)cc1	2	i	0	0.5	-1	-3	-0.3	-13	4	0
29	CCOC(=O)c1c(C#N)c(SCC(=O)Nc2ccc(OC)cc2)nc2c1CN(CC)CC2	3	i	2	-0.8	-12	7	0.3	1	7	-24
30	O=C(O)c1ccccc1NS(=O)(=O)c1cccc(C(F)(F)F)c1	0	i	0	-0.9	0	-31	-0.3	1	2	1
31	O=C(Oc1ccc(-c2csnn2)cc1)c1cccs1	5	i	0	-0.4	-3	5	0.2	-21	-2	0
32	C[C@H](NC(=O)[C@@H]1Cc2ccccc2CN1C(=O)OC(C)(C)C)C(=O)NC1CCCC1	0	i	-2	-0.1	0	0	0.1	-2	0	1
33	CCOC(=O)COc1c(OC)cc(Cl)cc1C1Nc2ccccc2C(=O)N1c1cccc(C)c1 (centres undefined)	-9	i	3	-1.0	-8	10	4.3	-14	18	3
34	Cc1cccc(N2CCN(C(=O)CCC(=O)N3CC(C)Oc4ccccc43)CC2)c1C (centres undefined)	-6	i	4	0.8	-5	4	1.5	-5	1	4
35	C=CCN(c1ccccc1)S(=O)(=O)c1cccc(C(=O)Nc2ccncc2)c1	0	i	1	-0.5	-3	17	1.1	1	-1	1
36	CC1(C(=O)NS(=O)(=O)c2cccc(F)c2)CCN1C(=O)c1cccc(F)c1 (centres undefined)	-3	i	2	0.0	1	10	-2.5	·	-1	3
37	O=C1c2ccccc2C(=O)N1CCC#Cc1ccc2cc(CCO)oc(=O)c2c1	21	i	-2	-0.1	8	0	-0.9	-9	-2	-8
38	S=C(NCCCN1CCOCC1)Nc1ccc(Cl)cc1	-10	i	6	0.1	-2	-1	-5.6	-8	-4	-1
39	CC1(C)C2CCC1(CS(=O)(=O)Nc1ccc(S(=O)(=O)NC3CCCCC3)cc1)C(=O)C2 (centres undefined)	2	i	-2	0.4	-6	4	0.3	-2	-1	1
40	COc1ccc(OC)c(CNC(=O)CCC(=O)N2Cc3ccccc3Oc3ncccc32)c1	-8	i	0	-0.3	3	5	-1.8	-6	0	-1
41	COc1ccc(CC(N)c2csc(NC(=O)c3ccccc3)n2)cc1 (centres undefined)	-27	i	3	-0.6	-2	18	2.0	·	7	-1
42	O=C(Nc1ccc2c(c1)Cc1ccccc1-2)c1ccncc1	-1	i	-1	0.2	-9	11	-0.9	-10	-3	-6
43	O=C(Oc1ccc([N+](=O)[O-])cc1)c1cccnc1	-5	i	-2	-0.2	2	8	-0.5	-3	-3	-3
44	Cc1ccc(Cc2c(C)nc3nc(SCC(=O)NCCN4CCOCC4)nn3c2C)cc1	9	i	0	-1.2	1	-17	-1.6	5	-7	3
45	Cc1cc(C)cc(-n2nnnc2SCC(=O)Nc2nc(-c3ccc(Cl)cc3)cs2)c1	4	i	1	0.5	13	7	-0.8	2	1	1
46	CCC(=O)Nc1nnc(SCC(=O)N2c3ccccc3CC2C)s1 (centres undefined)	-11	i	-3	-0.3	0	8	-0.6	0	6	-1
47	CCOc1ccc(C(=O)NCC2CCCO2)cc1OCC (centres undefined)	-12	i	1	-0.8	-4	6	-0.4	-3	-11	-1
48	CCSc1nnc(NC(=O)CCNS(=O)(=O)c2cc(Br)cnc2N)s1	2	i	-7	-0.2	-1	7	-1.8	-12	-1	4
49	COc1ccc(-c2ccc(/C=N/NC(=O)Cc3nnc(N)s3)o2)cc1Cl	-41	i	3	0.3	-24	15	2.2	-15	18	0
50	CC(C)NS(=O)(=O)c1ccc(CCC(=O)NCc2ccncc2)cc1	-2	i	-3	2.1	-4	2	-1.6	-1	1	-2
51	CC(C)(C)NC(=O)C(c1ccccc1F)n1c(=O)c(-c2ccccc2)nc2ccccc21 (centres undefined)	-5	i	·	-0.5	·	11	-1.0	·	·	24
52	CC(C)C1Cc2nc(Cl)c(C#N)cc2CO1 (centres undefined)	-3	i	2	-0.1	-1	-4	-1.2	-4	-1	-3
53	O=C(Cc1c(F)cccc1Cl)NNC(=O)c1ccco1	1	i	0	-0.2	1	8	-0.4	-12	1	5
54	O=C(Nc1cccc(S(=O)(=O)NC2=NCCC2)c1)c1ccccc1	3	i	3	-0.5	0	-12	0.1	0	-4	0
55	O=C(/C=C/[C@H]1O[C@@H](n2ccc(=O)[nH]c2=O)[C@H](O)[C@@H]1O)N1CCN(CCc2ccccc2)CC1	12	i	-3	-0.6	2	6	-2.0	·	-2	3

In the list so far, nine have two or more sulfur atoms:
nr	Structure	CendR NRP1 mod	Neddyl block	STEP inh	TbMetRS inhib	DNMT1 block	SKN-1 inh	LMPTP inh	Scp1 inh	NadD block	SUMO1-SIM PPI
9	Cc1ccc(S(=O)(=O)N2CCCCC2)cc1NC(=O)CSc1ncnc2ccccc12	4	i	1	-0.2	-3	12	2.5	3	4	1
17	O=C1NC(=S)SC1=Cc1ccc(Cl)cc1	-49	i	-1	0.8	-1	-9	0.2	-4	4	3
18	Cc1nnc(SCC(=O)Nc2nccs2)n(N)c1=O	11	i	0	-0.7	0	2	0.0	-12	0	8
22	CC(=O)NNC(=O)CN1C(=O)/C(=C/c2ccccc2)SC1=S	11	i	3	-0.1	-1	2	-1.0	-5	-3	-38
31	O=C(Oc1ccc(-c2csnn2)cc1)c1cccs1	5	i	0	-0.4	-3	5	0.2	-21	-2	0
39	CC1(C)C2CCC1(CS(=O)(=O)Nc1ccc(S(=O)(=O)NC3CCCCC3)cc1)C(=O)C2 (centres undefined)	2	i	-2	0.4	-6	4	0.3	-2	-1	1
45	Cc1cc(C)cc(-n2nnnc2SCC(=O)Nc2nc(-c3ccc(Cl)cc3)cs2)c1	4	i	1	0.5	13	7	-0.8	2	1	1
46	CCC(=O)Nc1nnc(SCC(=O)N2c3ccccc3CC2C)s1 (centres undefined)	-11	i	-3	-0.3	0	8	-0.6	0	6	-1
48	CCSc1nnc(NC(=O)CCNS(=O)(=O)c2cc(Br)cnc2N)s1	2	i	-7	-0.2	-1	7	-1.8	-12	-1	4
